EWS-Fli block – EWS/Fli-driven NR0B1 reporter inhibitors, primary screen, A673 cells, NR0B1 luciferase, luminescence, MLPCN library. viability-normalised. inhibition, % at 12.6 µM. 350,000 tested, 0.67% active;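 active = mean inhibition of at least 50% after viability correction, with every replicate also passing that limit; inconclusive = mean reaches 50% but only one of two replicates passes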;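 also: firefly luciferase signal divided by Alamar Blue viability fluorescence both relative to DMSO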
SIRT5 block – SIRT5 desuccinylase inhibitors, primary screen, biochemical, fluorescence imaging, single point, set 5; NAD-dependent protein deacylase sirtuin-5, mitochondrial (Homo sapiens), Q9NXA8; Purified SirT5, succinyl-peptide AMC, trypsin-coupled fluorescence; inhibition, % at 15 µM; 330,000 tested, 1.1% active; AID 652115, 2013; in the data active = inhibition above about 15%; inconclusive = no clear call, values can overlap the other calls
Target sequence (Q9NXA8 whole entry, looked up): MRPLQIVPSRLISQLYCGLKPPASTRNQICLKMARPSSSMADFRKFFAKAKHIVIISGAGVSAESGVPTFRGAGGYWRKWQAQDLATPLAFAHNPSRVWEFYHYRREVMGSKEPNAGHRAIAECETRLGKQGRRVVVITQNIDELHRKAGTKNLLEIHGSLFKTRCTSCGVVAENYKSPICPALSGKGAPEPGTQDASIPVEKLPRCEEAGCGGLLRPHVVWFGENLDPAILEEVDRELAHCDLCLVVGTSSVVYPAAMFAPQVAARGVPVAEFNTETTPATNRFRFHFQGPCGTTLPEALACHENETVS
LGR2 inh – inhibitors of bursicon-induced LGR2 CRE-luciferase signal, primary screen, cell-based, HEK293, CRE-luciferase reporter, bursicon stimulation; Drosophila bursicon receptor LGR2 (rickets); bursicon-stimulated, 4 h; inhibition, % at 9.99 µM; 380,000 tested, 0.35% active; AID 720647, 2013;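 active = drop in luminescence signal, shown as inhibition above about 50% in the replicate tests, limit read from the data, passing the limit was not always enough; inconclusive = probably only some replicates passing the limit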;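 also: agonist challenge used bursicon conditioned medium at about half maximal strength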
ARNT-TACC3 inh – disruptors of ARNT/TACC3 protein interaction, primary screen, biochemical, AlphaScreen, single concentration. Transforming acidic coiled-coil-containing protein 3 (Homo sapiens), Q9Y6A5. inhibition, % at 9.99 µM. AlphaScreen His-ARNT PAS-B/GST-TACC3 binding, luminescence; TACC3 fragment carries E629A point mutation. 390,000 tested, 0.66% active. AID 623870, 2012;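 active = mean inhibition of replicates at least 50% and at least half of replicates each reaching 50%; inconclusive = half or more replicates reach 50% but mean below 50%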;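 also: 0% = complete ARNT plus TACC3 wells and 100% = ARNT alone without TACC3; many hits fall short of the cut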
PAX8 inh HTS – inhibitors of PAX8-driven TPO luciferase reporter, primary screen, RMG-I cells, single concentration; SteadyGlo, 24 h; inhibition, % at 12.6 µM; 360,000 tested, 1.2% active; AID 652154, 2013;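 active = mean replicate inhibition at least 60% with every replicate also reaching 60%; inconclusive = only one of the two criteria is met; inactive = mean below 60% and not all replicates reaching 60%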;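 also: luciferase light reporting Pax8 driven TPO promoter activity; plate controls were median of neutral control wells for no effect and mitoxantrone controls for full effect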
CASP6 VEID inh – human caspase-6 inhibitors, primary screen, biochemical, VEID-R110 fluorescence, single point, set 2; purified caspase-6, Z-VEID-R110 cleavage fluorescence; P55212; AID 686996, 2013; inhibition, % at 12.5 µM; 350,000 tested, 0.53% active;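 active = mean inhibition across replicates at least about 35%, with every replicate also reaching that limit, limit read from the data; inconclusive = only one of the two criteria met; inactive = neither criterion met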;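 also: 0% = median of neutral control wells and 100% = no fluorescence left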
Target sequence (P55212 24-179 limits assumed): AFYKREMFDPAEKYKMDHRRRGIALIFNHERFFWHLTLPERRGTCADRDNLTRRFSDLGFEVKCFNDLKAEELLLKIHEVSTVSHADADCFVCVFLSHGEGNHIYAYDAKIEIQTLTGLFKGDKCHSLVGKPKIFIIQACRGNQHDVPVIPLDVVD
Target sequence (P55212 194-293 limits assumed): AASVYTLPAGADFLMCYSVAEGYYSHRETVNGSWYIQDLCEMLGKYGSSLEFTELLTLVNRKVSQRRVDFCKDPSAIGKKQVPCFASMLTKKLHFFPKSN
DENV2 CPE – inhibitors of DENV2 cytopathic effect, primary screen, cell-based, plate reader, single concentration; DENV2-infected cells, cytopathic effect rescue; CPE inhibition, % at 9.99 µM; 350,000 tested, 1.7% active; in the data active = CPE inhibition above about 20%, passing the limit was not always enough; inconclusive = no clear call, values can overlap the other calls; tested in BHK-21 cells;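 also: 0% = median of neutral control wells and 100% = median of positive control wells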
An asterisk follows results filed as active; ? = inconclusive; . = not tested or not shown.

Codes – A = EWS-Fli block; B = SIRT5 block; C = LGR2 inh; D = ARNT-TACC3 inh; E = PAX8 inh HTS; F = CASP6 VEID inh; G = DENV2 CPE
structure: S=c1[nH]nc(COc2ccccc2)n1-c1ccc(Cl)cc1
  A = -13	B = -4	C = 9	D = 6	E = -10	F = 5	G = 2
structure: C[C@H]1[C@@H](c2ccccc2)Oc2ccc(Cl)cc2S(=O)(=O)N1Cc1ccc(F)cc1F
  A = 2	B = -4	C = 4	D = -2	E = -5	F = 3	G = 10
structure: CCN1CCN(C(=S)Nc2ccc3nc(N4CCN(C)CC4)cc(C)c3c2)CC1
  A = 2	B = 0	C = 7	D = 5	E = 25	F = -66	G = -10
structure: Cc1ccc(CNC(=O)C2CCC(=O)N(CCc3ccc(Cl)cc3)C2)s1 (stereo not given)
  A = -8	B = 2	C = -2	D = -4	E = -6	F = 3	G = 1
structure: CCC(CC)C(=O)N(C)c1c(C)nc2c(OCc3ccc(C(F)(F)F)cc3)cccn12
  A = 12	B = 4	C = -16	D = .	E = 16	F = 6	G = -9
structure: COc1cc(NC(=O)CC(C)n2ccnc2)cc(OC)c1 (stereo not given)
  A = -4	B = -1	C = -5	D = -1	E = -9	F = 1	G = 2
structure: CC(=O)c1ccc(OCC(O)CN2CCN(S(=O)(=O)c3c(C)c(C)cc(C)c3C)CC2)cc1 (stereo not given)
  A = 12	B = 2	C = 1	D = 0	E = 0	F = -1	G = -2
structure: CC(C)c1ccc(NC(=O)c2cc(-c3cc(F)ccc3OCC3CCCO3)n[nH]2)cc1 (stereo not given)
  A = 10	B = -1	C = -8	D = .	E = -5	F = -2	G = 2
structure: Cc1ccc(S(=O)(=O)N[C@H](C(=O)N2CCC(C(=O)N[C@H](C(=O)O)c3ccccc3)CC2)C(C)C)cc1
  A = 0	B = -3	C = -3	D = -17	E = .	F = -3	G = ?
structure: Cc1nn(CC(=O)NCC2CCCO2)c(C)c1[N+](=O)[O-] (stereo not given)
  A = 5	B = -2	C = -31	D = -4	E = -14	F = -1	G = 6
structure: Cc1cc(=O)oc2cc(OCC(=O)NC3(C#N)CCCCC3)c(Cl)cc12
  A = 6	B = -3	C = -10	D = -1	E = .	F = -1	G = 1
structure: COC(=O)c1ccc2nc(C3CCCCC3)c(Cc3ccccc3C(F)(F)F)n2c1
  A = 10	B = -5	C = 2	D = .	E = 3	F = -2	G = 0
structure: Cc1cccc(C)c1-n1nnnc1C(c1ccnc2ccccc12)N(C)Cc1ccc(Cl)c(Cl)c1 (stereo not given)
  A = -4	B = -3	C = 2	D = .	E = -12	F = -2	G = 2
structure: CC1CCCCC12NC(=O)N(CC(=O)Nc1cccnc1Cl)C2=O (stereo not given)
  A = 0	B = -2	C = -5	D = 21	E = 6	F = 5	G = 4
structure: COc1ccc(C(=O)C[n+]2ccccc2C)cc1
  A = -3	B = -1	C = 17	D = -6	E = -11	F = -8	G = -4
structure: Nc1nc(N)c2nc(-c3ccccc3)c(N)nc2n1
  A = 5	B = -149	C = -16	D = -1	E = 7	F = 3	G = ?
structure: Clc1cccc(CNCCNCc2cccc(Cl)c2)c1
  A = -2	B = -5	C = 8	D = 9	E = -3	F = -9	G = 3
structure: O=C(C[C@@H]1CC[C@H]2[C@@H](COC[C@@H](O)CN2C(=O)c2ccccc2F)O1)N1CCOCC1
  A = -5	B = -2	C = 6	D = 6	E = -1	F = 1	G = -5
structure: O=[N+]([O-])c1ccccc1C(=Nc1ccccc1)c1c(O)cc(O)cc1O
  A = 6	B = 5	C = -13	D = .	E = .	F = 3	G = 2
structure: CSc1ccc(CN2CCC2(C)C(=O)NC2CCc3ccccc32)cc1 (stereo not given)
  A = 1	B = 1	C = 1	D = .	E = 14	F = 1	G = -1
structure: O=C(COC(=O)c1ccc2ncsc2c1)Nc1cccc(Cl)c1
  A = -21	B = -6	C = -10	D = 9	E = -22	F = 0	G = 4
structure: CCOC(=O)C1CCN(C(=O)Cn2cc3c(n2)CCC(C)C3)CC1 (stereo not given)
  A = -2	B = .	C = -2	D = .	E = -14	F = 0	G = 0
structure: Cc1nc2c(OCCOc3ccccc3)cccn2c1N(C)C(=O)CCC1CCCC1
  A = -1	B = -1	C = 4	D = .	E = 28	F = 1	G = 1
structure: Cc1cc(NS(C)(=O)=O)c(=O)n(Cc2cccc(F)c2)c1
  A = -1	B = 0	C = 7	D = -3	E = 7	F = 2	G = 9
structure: C/C(=N\NC(=O)c1ccc(Br)cc1)c1cccc(NC(=O)c2cccnc2)c1
  A = -17	B = 20*	C = -16	D = -2	E = -20	F = 0	G = 5
structure: O=C(c1cccc([N+](=O)[O-])c1)N1CCN(S(=O)(=O)/C=C/c2ccccc2)CC1
  A = -6	B = 1	C = 8	D = 0	E = 13	F = -18	G = -2
structure: COc1ccc(NC2CC(=O)N(c3cccc([N+](=O)[O-])c3)C2=O)cc1 (stereo not given)
  A = -11	B = -1	C = -13	D = 3	E = 2	F = 2	G = -6
structure: COc1ccc(CCNC(N)=S)cc1OC
  A = .	B = .	C = 9	D = -5	E = 7	F = .	G = .
structure: COc1ccc(CNC(=O)CCc2cc(OC)c(OC)c(OC)c2)cc1
  A = 1	B = 0	C = 13	D = -2	E = -29	F = -1	G = 0
structure: C[C@H](CO)N1C[C@H](C)[C@@H](CN(C)S(=O)(=O)c2cccs2)Oc2ccc(NC(=O)Nc3cccc4ccccc34)cc2CC1=O
  A = 8	B = .	C = 14	D = 9	E = 40	F = .	G = -10
structure: C=CCN1C(=O)/C(=C/C=C2/N(CC)c3ccc(S(=O)(=O)N(C)C)cc3N2CC)SC1=S
  A = -17	B = 0	C = 17	D = 7	E = 32	F = 1	G = -15
structure: Cc1cc(Br)cn2c(Cc3ccccc3)c(-c3ccco3)nc12
  A = 6	B = -4	C = 5	D = .	E = 11	F = 30	G = 9
structure: CC1Oc2ccccc2C=C1/C=N/NC(=O)[C@@H](C)NC(=O)OC(C)(C)C (stereo not given in full)
  A = 9	B = 7	C = 12	D = 6	E = -4	F = 3	G = -6
structure: CCN(CC(=O)Nc1cccc(OC)c1)CC(=O)Nc1ccccc1C
  A = 7	B = -6	C = 3	D = 4	E = 0	F = -1	G = 4
structure: COC(=O)Cn1c(C(=O)N(C)C)cc2c1C[C@H]1CN(C(=O)c3ccccc3)[C@@](Cc3ccc(F)cc3)(C(=O)OC)[C@@H]21
  A = -10	B = .	C = 8	D = .	E = -10	F = -1	G = 63*
structure: CC1=C(C(=O)OC2CCCC2)C(c2coc3ccccc3c2=O)C2=C(CCCC2=O)N1 (stereo not given)
  A = -6	B = 1	C = 4	D = -7	E = 1	F = 6	G = 3
structure: O=C(C1CCC1)N1CC2(C1)[C@@H](c1ccccc1)[C@@H](CO)N2Cc1nccs1
  A = 0	B = -5	C = -25	D = .	E = .	F = 2	G = 3
structure: Fc1cc(NCc2ccccc2)nc(NCc2ccccc2)n1
  A = -3	B = -2	C = -44	D = -6	E = -3	F = 1	G = 1
structure: Cc1ccc(-n2nnnc2SCC(=O)NNC(=O)c2ccc([N+](=O)[O-])cc2)cc1
  A = -4	B = -3	C = -6	D = -1	E = -10	F = -4	G = -1
structure: Cc1ccc(S(=O)(=O)N(C)C[C@@H]2Oc3cc(C#CC4CCCC4)ccc3S(=O)(=O)N([C@H](C)CO)C[C@H]2C)cc1
  A = 38	B = -2	C = 37	D = -3	E = .	F = -2	G = -15
structure: O=C(CCN1CCCCC1)NCC[C@H]1CC[C@H](NC(=O)Nc2ccc(Cl)cc2)[C@H](CO)O1
  A = -5	B = 6	C = -4	D = -9	E = -4	F = -1	G = 12
structure: CCCCC(=O)NC(=S)Nc1ccccc1N1CCCCC1
  A = .	B = .	C = -14	D = 2	E = -4	F = .	G = .
structure: Cc1cc2occ(CC(=O)N(C)CC(=O)Nc3ccccc3Cl)c2cc1C
  A = -4	B = -6	C = 5	D = -1	E = .	F = 0	G = 5
structure: O=C(NCCCn1ccnc1)c1ccc2ccccc2c1
  A = .	B = -2	C = 2	D = 5	E = -3	F = -6	G = -6
structure: CC(=O)Oc1ccc(C2(C)CC(C)(C)Oc3cc(OC(C)=O)ccc32)c(OC(C)=O)c1 (stereo not given)
  A = 0	B = 0	C = 11	D = 11	E = 1	F = -2	G = -4
structure: COc1ccc(CCNC(=O)CN2C(=O)NC(CCSC)C2=O)cc1 (stereo not given)
  A = 2	B = -2	C = 11	D = -10	E = 1	F = -1	G = 6
structure: CN(C)C(=O)c1ccc(-c2ccc3c(c2)[C@H]2[C@H](CCN2C(=O)Cc2ccccn2)[C@@H](CO)N3C)cc1
  A = -6	B = 5	C = -1	D = 2	E = -29	F = -2	G = -1
structure: CCOC(=O)NC(N(O)c1cccc(Cl)c1)C(Cl)(Cl)Cl (stereo not given)
  A = 7	B = -3	C = -12	D = .	E = 5	F = -6	G = 0
structure: Cc1ccc(NC(=O)Nc2cc(C(F)(F)F)c[nH]c2=O)cc1
  A = -5	B = .	C = 6	D = 0	E = 6	F = 1	G = 1
structure: O=C(NCc1ccccc1)[C@H]1CCCN1C(=O)[C@H]1CCCN1C(=O)c1cccs1
  A = -2	B = .	C = 0	D = .	E = 0	F = -1	G = ?

One compound at a time, from the list above:
O=C(NCCCn1ccnc1)c1ccc2ccccc2c1 in the list: EWS-Fli block: .; SIRT5 block: -2; LGR2 inh: 2; ARNT-TACC3 inh: 5; PAX8 inh HTS: -3; CASP6 VEID inh: -6; DENV2 CPE: -6
Cc1ccc(S(=O)(=O)N(C)C[C@@H]2Oc3cc(C#CC4CCCC4)ccc3S(=O)(=O)N([C@H](C)CO)C[C@H]2C)cc1 in the list: EWS-Fli block: 38; SIRT5 block: -2; LGR2 inh: 37; ARNT-TACC3 inh: -3; PAX8 inh HTS: .; CASP6 VEID inh: -2; DENV2 CPE: -15

Going on with the list.
Codes – A = EWS-Fli block; B = SIRT5 block; C = LGR2 inh; D = ARNT-TACC3 inh; E = PAX8 inh HTS; F = CASP6 VEID inh; G = DENV2 CPE
structure: O=C(COc1ccc2c(-c3ccccc3)cc(=O)oc2c1)Nc1ccc(CN2CCOCC2)cc1
  A = .	B = -1	C = -13	D = 1	E = 20	F = -2	G = -5
structure: CCC(c1nnnn1-c1ccc2c(c1)OCCO2)N1CCN(C/C=C/c2ccccc2)CC1 (stereo not given)
  A = 10	B = -3	C = -16	D = .	E = -10	F = .	G = -1
structure: CN(C)S(=O)(=O)c1ccc(Cl)c(NC(=O)COC(=O)CCC2CCCCC2)c1
  A = 16	B = .	C = .	D = -2	E = 5	F = -5	G = 17
structure: CCSc1nnc(NC(=O)CN2C(=O)C3CC=CCC3C2=O)s1 (stereo not given)
  A = 9	B = 0	C = 0	D = -3	E = -47	F = -3	G = -2
structure: COc1ccc(CN(C(=O)c2cccs2)c2ccccc2)cc1
  A = 4	B = -2	C = -18	D = -7	E = -1	F = 2	G = .
structure: CC(C)(C)N1C(=O)[C@H]2[C@@H](c3ccc(Br)cc3)N3C(=O)N(c4cccc(F)c4)C(=O)[C@@]3(C)[C@H]2C1=O
  A = 3	B = .	C = -4	D = 3	E = -10	F = 1	G = -9

SIRT5 block: what is marked active above.
SMILES | SIRT5 block | LGR2 inh | ARNT-TACC3 inh | CASP6 VEID inh | DENV2 CPE
C/C(=N\NC(=O)c1ccc(Br)cc1)c1cccc(NC(=O)c2cccnc2)c1 | 20* | -16 | -2 | 0 | 5
